V-ATPase pHluor: regulators of yeast V-ATPase proton pumping, primary screen, pHLuorin cytosolic pH fluorescence. S. cerevisiae. response, % at 10 µM. 350,000 tested, 0.37% active; in the data active = response mostly above about 7.3%, no sharp cut-off; inactive = mostly below about 5.4%; also: actives read high; inactives centre near 0; some compounds called inactive have numbers as strong as hits; reference of the scale not given here
OPRM1-OPRD1 inv: inverse agonists of MOR-DOR heterodimerization, primary screen, cell-based, luminescence | Mu-type opioid receptor (Homo sapiens) + Delta-type opioid receptor (Homo sapiens), … | cell-based MOR-DOR heterodimer luminescence, inverse agonism | inhibition, % at 9.3 µM | 340,000 tested, 0.21% active | AID 504357, 2011; in the data active = inhibition above about 22%, passing the limit was not always enough;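 also: 0% = cells with DMSO and 100% = wells without cells with DMSO; values of inactives mirror those of a sister screen read the other way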
cardiac RTF act: cardiac RTF calcium sensitivity activators, primary screen, biochemical, IANBD-TnC fluorescence, EC20 calcium. IANBD-labeled TnC RTF fluorescence at EC20 calcium; 0% EC20 calcium, 100% full calcium. activation, % at 7.2 µM. Troponin I, cardiac muscle (Homo sapiens) + Troponin T, cardiac muscle (Homo sapiens) + …. 340,000 tested, 0.24% active;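 active = activation above the mean over all tested compounds plus 3 SD, cut at about 30% in these data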;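 also: rise in fluorescence read as greater calcium sensitivity of cardiac thin filaments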
Keap1-Nrf2 PPI: Keap1-Nrf2 protein-protein interaction inhibitors, primary screen, biochemical, fluorescence polarization, single point | Keap1 Kelch-Nrf2 peptide fluorescence polarization, 1536-well | Kelch-like ECH-associated protein 1 (Homo sapiens), Q14145 | inhibition, % at 9.4 µM | 340,000 tested, 0.15% active | AID 504523, 2011; in the data active = inhibition above about 12%;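 also: human Keap1 Kelch domain with fluorescein labeled Nrf2 9mer peptide probe; 0% = neutral control wells and 100% = peptide positive control; higher means more block of Keap1 binding to Nrf2 peptide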
Target sequence (Q14145 whole entry, looked up, the tested form may be a part): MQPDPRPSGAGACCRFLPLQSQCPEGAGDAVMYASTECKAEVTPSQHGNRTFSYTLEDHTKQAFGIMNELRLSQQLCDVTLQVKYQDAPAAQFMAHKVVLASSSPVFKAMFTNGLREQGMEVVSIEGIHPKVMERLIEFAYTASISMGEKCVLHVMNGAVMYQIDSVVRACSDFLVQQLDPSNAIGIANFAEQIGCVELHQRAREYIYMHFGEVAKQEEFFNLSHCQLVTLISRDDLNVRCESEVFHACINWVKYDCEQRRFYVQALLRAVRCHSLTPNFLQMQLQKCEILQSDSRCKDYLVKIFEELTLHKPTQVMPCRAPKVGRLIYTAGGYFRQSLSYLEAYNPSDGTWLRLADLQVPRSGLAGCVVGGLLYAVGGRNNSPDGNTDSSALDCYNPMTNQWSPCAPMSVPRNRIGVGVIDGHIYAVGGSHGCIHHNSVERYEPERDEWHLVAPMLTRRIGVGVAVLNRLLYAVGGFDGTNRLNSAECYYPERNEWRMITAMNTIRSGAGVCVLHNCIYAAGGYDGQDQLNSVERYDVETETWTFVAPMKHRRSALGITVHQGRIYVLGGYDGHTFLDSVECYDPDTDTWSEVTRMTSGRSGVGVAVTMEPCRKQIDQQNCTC
OPRM1-OPRD1 ag: agonists of OPRM1-OPRD1 heterodimerization, primary screen, cell-based, luminescence. Mu-type opioid receptor (Homo sapiens) + Delta-type opioid receptor (Homo sapiens), …. activation, % at 9.3 µM. 340,000 tested, 0.3% active. cells; in the data active = activation above about 18%;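 also: 0% = vehicle-treated cells and 100% = reference agonist; values of inactives mirror those of a sister screen read the other way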
HTR5A ag ctr: HTR5A agonists in luminescence cell assay, primary screen, counter-screen for OPRM1-OPRD1 heterodimer agonist project, full-deck HTS; 5-hydroxytryptamine receptor 5A (Homo sapiens), P47898; cell-based; activation, % at 9.3 µM; 340,000 tested, 0.61% active; AID 504692, 2011; in the data active = activation mostly above about 9.5%, no sharp cut-off; inactive = mostly below about 7.6%;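 also: 0% = cells with vehicle only and 100% = reference agonist; strong numbers were not always called active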
Target sequence (P47898 whole entry, looked up): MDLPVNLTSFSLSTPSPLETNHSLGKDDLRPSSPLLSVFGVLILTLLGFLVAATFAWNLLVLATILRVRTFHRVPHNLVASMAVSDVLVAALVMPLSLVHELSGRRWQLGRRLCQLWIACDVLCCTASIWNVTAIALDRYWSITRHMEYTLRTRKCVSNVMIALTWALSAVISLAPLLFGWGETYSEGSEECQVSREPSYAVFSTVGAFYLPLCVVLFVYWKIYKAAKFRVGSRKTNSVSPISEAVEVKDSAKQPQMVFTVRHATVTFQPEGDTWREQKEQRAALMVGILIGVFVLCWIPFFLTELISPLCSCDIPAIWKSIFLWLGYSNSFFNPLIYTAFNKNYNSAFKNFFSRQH
CAL PDZ FP: untagged CAL PDZ binding inhibitors, primary screen, biochemical, fluorescence polarization, HTS | 300,000 tested, 0.92% active | purified CAL PDZ, TMR-peptide fluorescence polarization, 1 h | inhibition, % at 24.9 µM | AID 602252, 2012 | Golgi-associated PDZ and coiled-coil motif-containing protein (Homo sapiens), Q9HD26;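 active = mean inhibition of at least 30% with at least half of replicates also reaching 30%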;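 also: 0% = DMSO neutral control and 100% = excess unlabeled competitor peptide PRC23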
Cardiac RTF inh: cardiac RTF calcium sensitivity inhibitors, primary screen, biochemical, IANBD-TnC fluorescence, EC70 calcium; IANBD-labeled cardiac RTF, Ca2+ fluorescence; 340,000 tested, 0.12% active; inhibition, % at 7.15 µM;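 active = inhibition above the mean inhibition of all tested compounds plus 3 SD, cut at about 17% in these data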;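 also: assay run at fixed EC70 calcium of 1.6 mM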
HTR5A inv ctr: HTR5A inverse agonists in luminescence cell assay, primary screen, counter-screen for OPRM1-OPRD1 heterodimer inverse agonist project, full-deck HTS. 340,000 tested, 0.083% active. AID 504634, 2011. inhibition, % at 9.3 µM. HTR5A cell line, inverse agonism; in the data active = inhibition mostly above about 23%, no sharp cut-off; inactive = mostly below about 18%;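 also: 0% = cells with DMSO and 100% = no-cell wells with DMSO; some compounds called inactive have numbers as strong as hits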
C-LANA FP: inhibitors of KSHV C-LANA binding to DNA, primary screen, biochemical, fluorescence polarization, FAM-LBS DNA, MBP-C-LANA, single point; Kaposi's sarcoma herpesvirus LANA C-terminal domain (residues 932-1162) DNA binding; inhibition, % at 9 µM; 340,000 tested, 0.078% active;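 active = highest replicate inhibition at or above 60% at 9 µM, even if other replicates fall short; inactive = all replicates below 60% inhibition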;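 also: 0% = neutral control wells and 100% = 4 µM acridine orange control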
* hit, by the source's call; i = inactive; . = not tested or not shown.

SMILES	V-ATPase pHluor	OPRM1-OPRD1 inv	cardiac RTF act	Keap1-Nrf2 PPI	OPRM1-OPRD1 ag	HTR5A ag ctr	CAL PDZ FP	Cardiac RTF inh	HTR5A inv ctr	C-LANA FP
C=CCn1c(O)c(/C=N/NC(=O)c2ccncc2)c(=O)[nH]c1=O	-2	18	-3	2	-3.8	-5	-4	-2	-13	1.2
COc1ccc2c(c1O)[C@]13CCN(C)[C@H](C2)[C@@H]1CCC(=O)C3	4	i	-2	-1	96*	5	2	-1	-16	-1.5
O=C(C(=O)N1CCC2(CC1)OCCO2)c1c[nH]c2ccccc12	-5	11	-5	-7	-2.2	3	0	10	-7	-0.2
Cc1ccc2c(c1)N(CCC(=O)N1CCC3(CC1)OCCO3)C(=O)CO2	-2	10	-2	-3	-2.3	-5	.	-2	1	-0.3
CCCCNC(=O)c1c(N)n(CCCOC)c2nc3ccccc3nc12	1	4	0	-5	-0.9	2	.	-1	-1	0.7
CCOP(=O)(OCC)C(Cc1ccccc1)NC(C)=O (stereo not given)	-1	7	-1	1	-1.5	3	-3	-2	-32	0.8
CN1CCN(c2nc(N(C)C)oc(=O)c2C#N)CC1	4	8	0	3	-1.7	0	0	-5	-1	-1.1
CCC1(C2=NCCN2)Cc2ccccc2O1 (stereo not given)	-1	8	1	-2	-1.4	5	0	4	13	1.5
CCC1([N+](=O)[O-])COP(=O)(NCc2cccnc2)OC1 (stereo not given)	-1	4	2	1	-0.8	2	3	-4	-8	1.5
COc1ccc(C(=O)CN2CCCCC2)cc1	1	6	9	-3	-1.1	4	6	3	-11	1.1
O=C1NC(=O)C(CCc2ccncc2)(Cc2ccc(OCc3ccccc3)cc2)C(=O)N1	-4	8	0	-1	-1.6	-3	-4	-11	6	-0.2
COCCOC(=O)c1c(C)n(C)c2ccc(OC(=O)N(C)C)cc12	6	15	-1	-7	-2.8	1	.	-2	-15	1.6
CCC(=NCCOc1ccc(Cl)cc1)c1c(O)n(C)c(=O)n(C)c1=O	-1	-21	2	-1	3.3	8	4	-12	-7	-2.0
FC(F)(F)Oc1ccc(C2NCc3ccccc3-n3cccc32)cc1 (stereo not given)	1	-25	-2	-2	5.7	0	-3	-6	-1	-1.5
CC1NCCC2(O)CCCCC12 (stereo not given)	0	7	3	-4	-1.2	1	6	-2	-2	0.2
Cc1c(C=O)c2ccccc2n1Cc1ccccc1	-2	6	-4	3	-1.3	6	1	-3	-22	1.9
CCN1CCN(c2ccc(N)cc2C)CC1	0	9	-3	1	-1.8	-2	0	4	31	-19
Cc1nn(C2CCOC(C)(C)C2)c2c1C(c1ccc(OC(C)C)cc1)SCC(=O)N2 (stereo not given)	-2	4	15	-60	-0.8	1	-4	-9	-3	4.3
O=[N+]([O-])c1cccc(C2N3CCCN23)c1 (stereo not given)	2	3	-1	-2	-0.5	2	0	-31	-5	0.7
CC(NC(=O)Oc1ccccc1)C(c1cccs1)N1CCOCC1 (stereo not given)	1	0	-6	-2	0.0	5	0	-6	-9	0.5
CCC(=Nc1cc(OC)ccc1OC)c1c(O)[nH]c(=O)[nH]c1=O	-4	5	-7	-2	-1.0	-6	1	-4	-16	0.2
O=S(=O)(c1ccc(Cl)cc1)N1CC1c1ccccc1 (stereo not given)	2	-12	-4	3	1.7	0	-3	-15	-11	0.2
COC(=O)C1=C(c2cccc(C#N)c2)C[C@@H]2CC[C@H]1N2C(=O)N1CCCCC1	1	13	7	-3	-2.3	2	1	-13	-6	-0.7
O=[N+]([O-])c1ccc(N2CCCNCC2)c2ncccc12	5	1	-2	2	-0.2	5	-1	4	-7	-4.6
CN1C(=O)N(C)C(=O)C(CCc2ccccn2)(CCc2ccccn2)C1=O	3	11	-4	-2	-1.9	1	-5	2	-48	0.0
Cc1cccc(C)c1NC(=O)CN(C)CC(=O)Nc1ccc(C#N)c(Cl)c1	-2	-4	5	-5	0.8	3	-10	0	0	-0.3
O=C(NC1CCCCC1)[C@@H]1CC=C[C@@H]2CCN(Cc3ccccc3)C(=O)[C@@H]21	5	10	1	-8	-1.7	-1	3	-6	17	-0.3
CN(C)C(=O)Oc1ccc(Cl)c2ccccc12	1	14	7	-2	-2.6	-1	-2	-19	-33	-0.9
Cn1c(O)c(N=Nc2ccc(S(=O)(=O)N3CCOCC3)cc2)c(=O)n(C)c1=O	2	22	5	0	-4.7	-2	0	-4	25	-1.2
C#CC(CC)(CC)NC(=O)Nc1ccc(OCC)cc1	0	1	0	-3	-0.1	-2	-2	-6	7	-1.5
Cc1cc(C)c2c(c1)-c1cc(C)nn1C(c1cccnc1)N2 (stereo not given)	-3	1	3	1	-0.2	1	.	-11	-3	0.1
COc1ccccc1N1CCN(Cc2c(F)cccc2Cl)CC1	5	-34	-4	-2	6.8	-1	4	0	7	0.0
NC(=S)c1cn(C2OC(CO)C(O)C2O)c2ncnc(N)c12 (stereo not given)	4	-9	4	-4	1.9	-1	-4	-10	4	0.9
COC(=O)C1=C(c2ccc(F)cc2OCc2ccccc2)C[C@@H]2CC[C@H]1N2C(=O)NCc1ccc2[nH]ccc2c1	-4	-3	2	-1	0.5	-5	-5	-8	-2	0.1
COc1ccc(C)cc1NC(=O)c1c(C)nn(Cc2ccccc2)c1Cl	1	1	2	1	-0.2	6	-10	3	-24	-0.9
O=C1CC(C(=O)N2CCC3(CC2)OCCO3)CN1CCc1ccccc1 (stereo not given)	2	7	5	-3	-1.3	4	0	-9	6	0.8
Cn1cc(C(=O)OCC(=O)Nc2ccccc2Cl)c2ccccc21	3	19	11	-1	-3.8	1	-2	-6	-10	0.1
c1ccc2c(CCNC3=NCCC3)c[nH]c2c1	-2	14	7	-2	-2.5	11*	-4	-6	-44	5.7
CN1CSC(=S)N(C)C1	7	16	9	-6	-3.2	-14	-2	-9	31	1.8
CCOc1cc2c(cc1OCC)-n1cccc1C(c1cccc(F)c1)NC2 (stereo not given)	1	6	3	-3	-1.4	-2	5	-2	7	-0.6
CC(C)C(=O)Nc1ccc(S(=O)(=O)N2CC3CC(C2)c2cccc(=O)n2C3)cc1 (stereo not given)	5	10	-2	-1	-1.5	1	-1	-2	12	-1.1
CC12CCC3C(CCC4CC(=O)CCC43C)C1CC(=NO)C2=O (stereo not given)	-5	-5	4	-1	1.2	2	0	-9	-7	2.6
CN(C)c1ccc(C=C2C(=O)NC(=O)NC2=O)cc1[N+](=O)[O-]	2	18	1	-1	-3.5	2	14	-3	-5	1.1
C=C[C@@H]1C[C@@]1(C)[C@@H](NP(=O)(c1ccccc1)c1ccccc1)c1ccccc1	-2	11	-2	-4	-1.9	13	1	-12	-5	-0.5
O=C(CCc1nnc2ccc(NCc3ccc(F)cc3)nn12)N1CCC2(CC1)OCCO2	2	5	-2	-1	-1.1	0	-1	-2	0	-2.0
CC(C)CCn1c(=O)c(C(=O)NCc2ccc3c(c2)OCO3)c(O)c2ccccc21	2	13	-3	-3	-2.8	-7	1	0	25	-0.7
FC(F)(F)c1ccc(CNCCc2ccc3c(c2)OCO3)cc1	3	-6	-1	-5	1.3	5	-4	3	-18	-0.6
COC(=O)c1ccccc1-n1c(C)nc2ccccc2c1=O	2	-2	-2	-1	0.4	2	.	-6	-8	-1.8
Cc1cc(/C=C2/C(=O)NC(=O)N(C)C2=O)c(C)n1-c1ccccc1	-3	8	3	0	-1.6	-1	.	9	2	1.6
C[C@@H]1C(=O)O[C@H]2[C@H](O)[C@]34[C@@H]5OC(=O)[C@]3(OC3OC(=O)[C@H](O)C34[C@H](C(C)(C)C)[C@@H]5O)[C@@]12O (stereo not given in full)	-1	15	0	0	-2.6	4	-2	-11	12	-0.6
Cc1ccc2c(c1)CC1(CN2C)C(=O)NC(=O)N(c2cccc(C)c2C)C1=O (stereo not given)	6	7	-1	-2	-1.3	1	6	-6	-2	1.4
CCOP(=O)(OCC)Oc1cc(C)c(N(C)C)c(C)c1	-1	3	-3	-3	-0.6	-1	-4	-5	4	0.6
CC/C(=N\N1CCCCCC1)c1c(O)n(-c2ccc(C)cc2)c(=O)[nH]c1=O	2	-6	3	1	1.3	-1	-12	-4	-6	0.7
O=C(c1cccnc1)C1CCCN(Cc2nc(-c3cnccn3)no2)C1 (stereo not given)	3	14	3	-2	-2.8	2	5	-13	10	-0.9
Cn1c(O)c(C=Nc2ccc(F)cc2)c(=O)[nH]c1=O	3	22	0	-6	-4.3	0	.	1	-38	5.1
CSc1ccc(C(=O)C2CCCN(Cc3cc4ccccc4[nH]3)C2)cc1 (stereo not given)	-4	-85	-4	1	18	-2	0	5	-16	2.5
COc1ccc(CN2CC3CC(C2)c2cccc(=O)n2C3)cc1OC (stereo not given)	0	-13	-21	-3	2.3	1	-2	-6	-10	-1.7
O=C(Cc1ccccc1)N1CCN(CC2CC3C=CC2C3)CC1 (stereo not given)	-1	4	4	-5	-0.6	4	-3	-1	-1	-0.4
Oc1ccc(/C=N/NP(=S)(c2ccccc2)c2ccccc2)cc1	-1	-8	-3	-4	1.6	-3	-5	10	13	-0.4
c1cc(CCN2CCCC2)ccn1	-2	18	0	-1	-3.4	1	-2	2	20	1.5
Other results:
SMILES	V-ATPase pHluor	OPRM1-OPRD1 inv	cardiac RTF act	Keap1-Nrf2 PPI	OPRM1-OPRD1 ag	HTR5A ag ctr	CAL PDZ FP	Cardiac RTF inh	HTR5A inv ctr	C-LANA FP
COC(=O)C1=C(c2c(C)noc2C)C[C@@H]2CC[C@H]1N2C(=O)NC1CCCCC1	2	15	-4	1	-2.6	3	1	-9	6	0.6
COC(=O)C1=C(c2ccc(OC)c(OC)c2)C[C@@H]2CC[C@H]1N2C(=O)NCCNC(C)=O	2	17	7	-1	-3.0	-4	-1	-3	4	-0.4
COC(=O)C1=C(c2cccc(OCc3ccccc3)c2)C[C@@H]2CC[C@H]1N2C(=O)NNCc1ccccc1	-1	2	0	1	-0.3	-2	5	-5	5	4.3
COc1ccc(N2CCN(CCCN)CC2)cc1	-3	12	-2	1	-2.4	6	-1	4	-15	0.5
CCc1ccccc1NC(=O)CNC1CCCCC1	0	19	2	1	-3.9	9	-1	-16	-13	-1.6
CC/C(=N\NC(N)=O)c1c(O)[nH]c(=O)[nH]c1=O	1	11	-7	3	-2.3	-5	-3	-2	14	2.0

Not all compounds are listed; rates above refer to the full screens.
